# GRP78 ERSR act: qHTS for Inducers of the Endoplasmic Reticulum Stress Response (ERSR) in Human Glioma: qHTS; U87-MG GRP78 promoter luciferase reporter, 16 h; Potency, µM, inactives show top-dose activation, most hits filed as activators; hit rate 0.02% among 420,000; AID 602332, 2012; note: potency is the fitted concentration of half-maximal effect; series mostly up to about 76 µM; % of control where 0% means no effect; nearly all actives have a fitted effect of over 35% in size
#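 Stably transfected U87-MG human glioma cells carrying a GRP78-based luminescent sensor were seeded at 1000 cells/well, pin-dosed with compounds and incubated 16 h. Luciferase reagent was then added, and end-point luminescence was read after 10 min at room temperature.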
# ERG Ets-DNA blk: qHTS for Small Molecule Inhibitors of the ERG Ets/DNA interaction | Transcriptional regulator ERG (Homo sapiens), P11308 | fluorescence polarization, His-ERG Ets domain / labelled DNA | Potency, µM (top dose mostly 76.9 µM), inactives show at the highest dose FP activity, negative = inhibition, actives largely listed as inhibitors | hit rate 0.028% among 370,000 | AID 624246, 2012; active = well fitted inhibition curve with a large enough effect in the polarisation, with a control signal flat; inconclusive = small, poorly fitted or top-dose-only effect, or effect the other way, or a change in a side signal; inactive = no such curve, though single readings can be large or run the other way; the % refers to the polarisation;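 note: polarization taken with two DNA probes labelled with fluorescein and Texas red; potency is the fitted concentration of half-maximal effect; % of control where 0% means no effect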
#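 His-tagged ERG Ets domain (1 uM in the protein solution; 300mM KCl, 50mM Tris-HCl, 1mM EDTA, 1mM DTT, pH 7.5) received compound, then a probe mix of 5 nM fluorescein-DNA and 100nM Texas-615-DNA. Fluorescence polarization was read for both dyes.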
# Vif-A3G inh: qHTS for Inhibitors of Vif-A3G Interactions: qHTS; Potency, µM (highest dose often 46.1 µM), for inactives: top-dose activity, negative = active, usual class: inhibitors; HeLa A3G-eYFP + Vif (tagged APOBEC3G with the HIV-1 protein that degrades it), YFP fluorescence, overnight; DNA dC->dU-editing enzyme APOBEC-3G (Homo sapiens), Q9HC16; hit rate 0.076% among 410,000;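 note: potency is the fitted concentration of half-maximal effect; % is set by controls: 0 for no effect and ±100 for the full control effect; nearly all actives have a fitted effect of over 60% in size; hits raise eYFP signal because A3G escapes Vif-driven loss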
#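 HeLa cells stably expressing Vif and C-terminally eYFP-tagged A3G, seeded overnight at 37 deg C, then exposed to compound by pintool overnight at 37 deg C. Rise in yellow fluorescence (Ex 488/Em 500-530, Acumen) marks blocked Vif-driven A3G degradation.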
# RGS4 inh: Inhibitors of Regulator of G Protein Signaling (RGS) 4: qHTS; AID 504845, 2011; Transcreener GDP fluorescence polarization, RGS4-accelerated GTP hydrolysis; Potency, µM (doses to about 114 µM), inactives show at the top dose activity change, negative = inhibition, hits mostly inhibitors; Regulator of G-protein signaling 4 (Homo sapiens), P49798; hit rate 0.039% among 390,000; note: potency is the fitted concentration of half-maximal effect; % is set by controls: 0 for no effect and ±100 for the full control effect; nearly all actives have a fitted effect of over 75% in size; some results filed as inactive show a strong effect at the top dose
# Target sequence (P49798 whole entry, looked up): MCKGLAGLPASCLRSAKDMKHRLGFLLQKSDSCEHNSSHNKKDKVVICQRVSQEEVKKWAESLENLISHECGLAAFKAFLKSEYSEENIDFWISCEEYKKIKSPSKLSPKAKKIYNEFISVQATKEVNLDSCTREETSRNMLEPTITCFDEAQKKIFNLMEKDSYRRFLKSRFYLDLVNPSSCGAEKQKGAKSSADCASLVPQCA
#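 MLSMR compounds (23 nl, pin-transferred) preincubated 10 min at room temperature with a 500nM (2x) first reagent, then RGS4 at 900nM (2x) plus Transcreener GDP mix added; fluorescence polarization (620/688 nm) read before and after 90 min at 30 °C.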
# Vif-APOBEC3F blk: qHTS for Inhibitors of Vif-A3F Interactions: qHTS; HeLa A3F-eYFP + Vif (tagged APOBEC3F with the HIV-1 protein that degrades it), YFP fluorescence increase; Potency, µM (titrated, usually from 46.1 µM), without a hit: at the top dose activity, negative = active; hit rate 0.2% among 390,000; AID 602313, 2012; note: potency is the fitted concentration of half-maximal effect; % of control where 0% means no effect; nearly all actives have a fitted effect of over 65% in size
#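 Fluorescence increase (Ex 488/Em 500-530) after overnight compound treatment at 37 deg C flags inhibition of Vif-driven A3F-eYFP loss in stable HeLa A3F-eYFP/Vif cells seeded overnight beforehand.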
# LDHA inh: qHTS assay for inhibitors of human lactate dehydrogenase | L-lactate dehydrogenase A chain (Homo sapiens), P00338 | purified LDHA, NADH/diaphorase-resazurin fluorescence; hits give low values | activity change, % (values are at about 110 or 230 µM) | hit rate 0.15% among 480,000; in the data active = activity change below about -30%; inconclusive = mostly about -25% to -30%;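 note: plate controls were DMSO wells for no effect and wells without enzyme for full effect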
#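 Human LDH5 (2 nM) was incubated with 0.06 mM NADH and 0.2 mM pyruvate for 5 min at room temperature in Tris pH 7.4. Remaining NADH was coupled through diaphorase/resazurin, and resorufin fluorescence was read at 0 and 20 min.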
# D2 antag: HTS Assay for Allosteric Antagonists of the Human D2 Dopamine Receptor: Primary Screen for Antagonists | AID 485344, 2010 | hit rate 2% among 340,000 | HEK293 TREx D2 cells, calcium flux, dopamine EC80 | inhibition, % at 10 µM; in the data active = inhibition above about 30%; note: 0% is about no effect
#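 Calcium flux kinetic readout in an inducible HEK293 TREx D2 line plated overnight at 30 C. After 180 s compound exposure, an EC80 dopamine challenge follows with another 180 s kinetic read to detect antagonism.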
# D2 agonist: HTS Assay for Allosteric Agonists of the Human D2 Dopamine Receptor: Primary Screen for Agonists. activation, % at 2 µM. hit rate 0.53% among 340,000. D(2) dopamine receptor (Homo sapiens), P14416. HEK293 T-REx D2 cells, calcium flux agonist mode;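 active = activation over 3 SD above normal in the single-dose calcium agonist read, cut at about 30% in these data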; note: 0% is about no effect
#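 Tetracycline-induced HEK293 Trex cells with D2 receptor force-coupled to calcium signaling, plated overnight at 30 C and loaded with no-wash calcium dye. Calcium flux read kinetically for 180 s after compound addition; responses flag agonists.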
# ALOX12 inh: Primary qHTS assay for inhibitors of human arachidonate 12S-lipoxygenase (ALOX12): Round 2. purified 12hLO, xylenol orange hydroperoxide absorbance. AID 1671190, 2021. hit rate 1.1% among 580,000. Potency, µM (series often up to 108 µM), inactives show at the highest dose activity change, negative = inhibition, usual class: inhibitors. Polyunsaturated fatty acid lipoxygenase ALOX12 (Homo sapiens), P18054; note: potency is the fitted concentration of half-maximal effect; % is set by controls: 0 for no effect and ±100 for the full control effect
# Target sequence (P18054 whole entry, looked up): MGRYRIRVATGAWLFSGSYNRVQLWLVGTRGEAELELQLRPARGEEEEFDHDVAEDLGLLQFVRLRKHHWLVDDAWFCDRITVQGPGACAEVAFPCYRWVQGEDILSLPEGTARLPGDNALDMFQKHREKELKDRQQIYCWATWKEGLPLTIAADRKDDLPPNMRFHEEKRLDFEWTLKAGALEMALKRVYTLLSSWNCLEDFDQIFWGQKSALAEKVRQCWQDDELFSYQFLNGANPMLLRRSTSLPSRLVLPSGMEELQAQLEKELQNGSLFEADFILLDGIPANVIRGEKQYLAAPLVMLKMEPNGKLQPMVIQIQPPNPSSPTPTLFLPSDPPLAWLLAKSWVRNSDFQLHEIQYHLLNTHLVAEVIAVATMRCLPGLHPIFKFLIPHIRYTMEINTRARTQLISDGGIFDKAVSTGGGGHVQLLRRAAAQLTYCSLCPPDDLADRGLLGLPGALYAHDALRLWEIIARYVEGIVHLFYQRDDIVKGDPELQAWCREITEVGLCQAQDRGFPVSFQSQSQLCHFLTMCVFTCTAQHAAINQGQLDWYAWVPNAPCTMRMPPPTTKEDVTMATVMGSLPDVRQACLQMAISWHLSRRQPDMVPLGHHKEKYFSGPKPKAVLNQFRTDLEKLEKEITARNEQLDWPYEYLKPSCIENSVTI
#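 Purified human 12hLO (150 nM final) in 25 mM Hepes, 0.01% Triton X-100, pH 7.0 was preincubated 15 min at room temperature with compound. Then 40 uM arachidonic acid was added, 30 min. Hydroperoxide was read by Fe-XO absorbance ratio 573/405 nm.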
# * marks the source's active call; other numbers are inactive results; ? = inconclusive; nt = not tested or not shown; & = joins results of further samples; [ ] = another dose, or the depositor's remark. Unless noted, calls come from the whole dose curve; as a rule, active = well fitted curve in the direction sought with a large enough effect; inconclusive = small, poorly fitted or top-dose-only effect, or another doubt; inactive = no such curve, though single readings can be large; an effect the other way counts as inactive or inconclusive.
SMILES,GRP78 ERSR act,ERG Ets-DNA blk,Vif-A3G inh,RGS4 inh,Vif-APOBEC3F blk,LDHA inh,D2 antag,D2 agonist,ALOX12 inh
CCC(C)NC(=O)c1cc(-c2ccc(OC)cc2)on1 (stereo not given),8%,15%,1%,-38%,-1%,4,-4,-0.5,24%
O=C(O)c1cc(/C=C/C(=O)c2cc(F)ccc2O)c2c(c1)COCO2,3%,11%,-5%,?,?,-1,-15,1.7,-32%
O=C1/C(=C/c2ccccn2)SC(=S)N1CCc1ccccc1,8%,14%,2%,17%,-1%,-3,2,0.0,155%[activator]
Cc1ccc(NC(=O)Nc2cc(S(C)(=O)=O)ccc2Cl)cc1,1%,1%,-3%,-1%,-6%,-1,28,-1.6,-2%
CCC(=O)NC(=S)Nc1ccccc1C(=O)OC,-4%,-1%,-5%,-14%,0%,-7,-9,-4.9,-30%
CC1CCCN(CCC(=O)c2ccccc2)C1 (stereo not given),-1%,-1%,2%,-7%,-11%,-6,nt,nt,4%
CC1CN(C(=O)N2CCC(C(=O)NCCC3=CCCCC3)CC2)c2cc(Cl)ccc2O1 (stereo not given),-1%,4%,-2%,-1%,-2%,0,nt,1.0,-15%
CCNc1nc(NCC)n2c(SCC(=O)Nc3ccccc3[N+](=O)[O-])nnc2n1,-1%,3%,-2%,22%,-1%,-4,0,0.4,-6%
O=C(c1cc(-c2ccc(Cl)cc2)nc2ccccc12)N1CCC1,-2%,9%,0%,0%,4%,0&0,13,-1.6,14%&-7%
CCOc1cc(/C=N\NC(=O)Cn2nc([N+](=O)[O-])cc2C)ccc1OCc1cccc2ccccc12,-10%,2%,-5%,-16%,4%,-4,7,-2.3,0%
[O-][n+]1c(/C=C/c2ccccc2)ccc2ccccc21,-10%,20%,-21%,-12%,-6%,-4,-6,-0.1,?
CCOC(=O)C1CCCN(C(=O)Cc2c(C(=O)O)[nH]c3ccccc23)C1 (stereo not given),1%,6%,-1%,-4%,-1%,-5,nt,nt,-5%
CCOc1ccccc1-n1c(N)c(C(=O)OC)c2nc3ccccc3nc21,-3%,2%,1%,10%,7%,2,nt,0.6,-9%
Oc1ccc(-c2csc(Nc3ncccn3)n2)cc1,-2%,6%,-5%,0%,4%,-3,-4,1.4,-6%
CC(NC(=O)c1ccc(Br)o1)c1ccccc1 (stereo not given),-3%,-3%,-1%,-17%,-2%,0&2,-5,-0.3,29%&4%
COc1ccccc1-c1noc(Cn2cc(S(=O)(=O)N3CCCC3)ccc2=O)n1,-7%,-2%,-3%,6%,-14%,-5,-10,-0.5,-6%
CCOc1ccccc1OCC(=O)OC(C)C(=O)Nc1ncc(Cl)cc1Cl (stereo not given),-4%,7%,2%,-15%,-6%,1,7,0.7,3%
CC(C)c1cccc(C(C)C)c1NC(=O)CN1C(=O)NC2(CCCCCCC2)C1=O,-2%,2%,4%,3%,3%,-1,16,-0.1,171%[activator]
N#C/C(=C\C=C\c1ccccc1)C(=O)Nc1ccccc1,-2%,0%,0%,15%,?,-11,0,-0.6,12%
O=C(NC(=S)Nc1cccc(C(F)(F)F)c1)c1csnn1,1%,-3%,1%,-40%,-9%,-6,-13,-0.1,-18%

# A stretch from the list above, as a working copy:
SMILES,GRP78 ERSR act,ERG Ets-DNA blk,Vif-A3G inh,RGS4 inh,Vif-APOBEC3F blk,LDHA inh,D2 antag,D2 agonist,ALOX12 inh
CC(C)c1cccc(C(C)C)c1NC(=O)CN1C(=O)NC2(CCCCCCC2)C1=O,-2%,2%,4%,3%,3%,-1,16,-0.1,171%[activator]
N#C/C(=C\C=C\c1ccccc1)C(=O)Nc1ccccc1,-2%,0%,0%,15%,?,-11,0,-0.6,12%
O=C(NC(=S)Nc1cccc(C(F)(F)F)c1)c1csnn1,1%,-3%,1%,-40%,-9%,-6,-13,-0.1,-18%

# Next part.
SMILES,GRP78 ERSR act,ERG Ets-DNA blk,Vif-A3G inh,RGS4 inh,Vif-APOBEC3F blk,LDHA inh,D2 antag,D2 agonist,ALOX12 inh
CC(=O)n1nc(-c2ccc(C)cc2)nc1NCc1ccco1,2%,1%,-3%,2%,15%,-5,5,0.1,-8%
C=CCNc1nc(Cl)nc(Nc2ccccc2)n1,3%,-4%,-1%,7%,4%,-1,1,0.2,7%
COc1ccc(Br)cc1/C=C/C(=O)NC(=S)Nc1ccc(Cl)c(C(=O)O)c1,2%,9%,0%,-52%,-1%,-3,-6,-0.7,?
CCc1nc2ccc(C(=O)N3CCN(C)CC3)cn2c1N(C)CCC(C)C,-1%,nt,0%,nt,nt,-1,nt,nt,-8%
CCOc1ccc(C(=O)NCCC(=O)NCCCC(=O)O)cc1,-5%,-7%,-1%,15%,-2%,-12,11,1.8,17%
CN(C)C(=O)CCC(=O)N1CCCCC1C(=O)Nc1ccc(Oc2ccccc2F)cc1 (stereo not given),-4%,16%,-9%,-22%,-18%,0,-6,0.8,13%
CC1(C(=O)O)CCCN(C(=O)c2cccnc2Oc2ccccc2)C1 (stereo not given),-2%,nt,1%,nt,nt,0,nt,nt,-16%
Cc1cc(C)n(-c2ccccc2[N+](=O)[O-])n1,-3%,-8%,-3%,18%,15%,-12,-20,0.0,-16%
Cc1ccccc1N(CC(=O)N/N=C/c1cc(Br)c(C)o1)S(C)(=O)=O,-4%,1%,3%,23%,-5%,-3,-4,-0.4,-4%
COc1ccc(C2SCCN2C(=S)Nc2cccc(C(F)(F)F)c2)cc1 (stereo not given),-5%,-4%,0%,-19%,1%,-2,-12,12,-22%
Cc1cc(C(=O)NCCc2ccc(Cl)cc2)c2c(C)nn(-c3cccc(F)c3)c2n1,0%,-2%,-5%,-27%,4%,-8,nt,-1.3,-17%
Clc1ccccc1-c1ncc(-c2ccccc2)o1,8%,-8%,-6%,-10%,-17%,-2,-3,0.4,5%
Cc1cc(C)nc(NC(=O)C(C)C)n1,-8%,-3%,1%,8%,-1%,-1,7,-0.7,3%
COC(=O)[C@@]12CCCCN1[C@H](c1ccc(-c3ccc4c(c3)OCO4)cc1)[C@H]1C(=O)N(C)C(=O)[C@H]12,-2%,-4%,-1%,8%,6%,0,nt,nt,11%
CCSc1ncc(Cl)c(C(=O)Nc2ccc(S(=O)(=O)Nc3onc(C)c3C)cc2)n1,-6%,10%,-1%,20%,4%,-4,9,-0.5,?
COc1ccc(CNC(=O)CCn2c(=O)oc3ccccc32)c(OC)c1,1%,-11%,-2%,3%,11%,-15,13,0.0,10%
COCCNC(=O)CCc1c(C)nc2c(c(C)nn2-c2ccc(C)c(C)c2)c1C,-3%,-2%,-6%,-3%,8%,-3,2,-3.2,-4%
O=C(Nc1ccc(F)cc1F)C1CCCN1S(=O)(=O)c1ccc(-c2ccc(=O)[nH]n2)s1 (stereo not given),1%,-6%,-2%,22%,-7%,-5,-12,0.2,31%[activator]
COC(=O)c1ccc(CNC(=O)Cn2nnnc2CN(C)C(C)C)cc1,-6%,-7%,-1%,13%,-7%,-2,-20,-1.0,-4%
CCCOc1ccc(CSc2nnc(CCC)n2N)cc1,7%,-8%,1%,-5%,-5%,-12,0,-0.2,12%
Cc1nnc(NC(=O)CC(C)c2ccccc2)s1 (stereo not given),-2%,-10%,3%,-17%,-2%,1,-1,0.8,3%
O=C(Cc1cc(=O)[nH]c(=O)[nH]1)NCCN1CCOCC1,9%,-13%,4%,17%,-7%,-1,-14,0.7,7%
CC(C)CCNC(=O)CN(Cc1ccc(F)cc1)C(=O)CCC(=O)Nc1ccccn1,0%,-8%,-6%,-6%,9%,-3,-2,0.1,0%
CCCCc1n[nH]c(=S)n1Cc1ccc(Cl)cc1,-2%,-10%,3%,-27%,15%,-4,1,-0.1,?
COc1cccc(C(=O)Nc2ccccc2-c2ccccc2)c1,0%,-9%,-5%,-7%,-4%,-7,17,2.1,?
CCSc1nc2n(n1)C(c1ccc(CC)cc1)C(C(=O)Nc1ccccc1OC)=C(C)N2 (stereo not given),-2%,-21%,-3%,14%,-10%,-5,nt,-0.2,-3%
COc1ccc(C2c3[nH]c4ccccc4c3C[C@H]3C(=O)N(c4ccccc4C(=O)N4CCC(C(=O)O)CC4)C(=O)N23)cc1 (stereo not given in full),5%,-1%,3%,2%,9%,-8,13,0.4,-17%
COc1ccc(CN2CCc3c([nH]c4ccccc34)C2)cc1Br,-1%,7%,-5%,-6%,-25%,-20,-5,3.9,?
CC(Nc1ccccc1)c1cccnc1 (stereo not given),0%,0%,-4%,2%,-6%,1,-7,0.1,0%
COCCN(CCOC)c1nc(-c2ccc(Cl)cc2)nc2ccccc12,-4%,0%,-2%,3%,-1%,-5,-1,-1.6,0%

# High-throughput results: PubChem BioAssay, National Center for Advancing Translational Sciences (NCATS)

# An excerpt, so the mix of outcomes need not match the whole.
